# MOR-DOR ag – agonists of human mu-delta opioid receptor heterodimerization | P35372+P41143 | AID 504326 | activation, % at 9.3 µM | 340,000 tested, 0.3% active | cells, OPRM1-OPRD1 heterodimerization, luminescence; in the data active = activation above about 18%;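 note: 0% = vehicle-treated cells and 100% = reference agonist; values of inactives mirror those of a sister screen read the other way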
# LANA DNA inh – KSHV C-LANA DNA binding inhibition. MBP-C-LANA/FAM-LBS DNA binding, fluorescence polarization. inhibition, % at 9 µM. 340,000 tested, 0.078% active;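 active = highest replicate inhibition at or above 60% at 9 µM, even if other replicates fall short; inactive = all replicates below 60% inhibition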;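 note: 0% = neutral control wells and 100% = 4 µM acridine orange control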
# V-ATPase pHluor – alters yeast V-ATPase proton transport; S. cerevisiae, pHLuorin cytosolic pH fluorescence; response, % at 10 µM; 350,000 tested, 0.37% active; AID 504577; in the data active = response mostly above about 7.3%, no sharp cut-off; inactive = mostly below about 5.4%; note: actives read high; inactives centre near 0; some compounds called inactive have numbers as strong as hits; reference of the scale not given here
# DSG3 Ab inh – human desmoglein-3 autoantibody binding inhibition; P32926; DSG3-coupled beads, scFv-anti-DSG3-GFP binding, flow cytometry; stronger effect = lower value; binding (percent of control), % at 10 µM; 310,000 tested, 0.48% active; AID 588358;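 active = binding more than 3 SD below its plate's average and above zero; inconclusive = below that plate limit but binding exactly zero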;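 note: hits lower antibody fragment binding to DSG3; some compounds called inactive have numbers as strong as hits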
# Cardiac RTF inh – cardiac RTF calcium desensitization; P19429+P45379; IANBD-labeled cardiac RTF, Ca2+ fluorescence; inhibition, % at 7.15 µM; 340,000 tested, 0.12% active; AID 493244;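 active = inhibition above the mean inhibition of all tested compounds plus 3 SD, cut at about 17% in these data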;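 note: assay run at fixed EC70 calcium of 1.6 mM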
# MOR-DOR inv ag – mu-delta opioid heterodimer inverse agonism; cell-based MOR-DOR heterodimer luminescence; P35372+P41143; inhibition, % at 9.3 µM; 340,000 tested, 0.21% active; in the data active = inhibition above about 22%, passing the limit was not always enough;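 note: 0% = cells with DMSO and 100% = wells without cells with DMSO; values of inactives mirror those of a sister screen read the other way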
# RTF Ca sens act – increases calcium sensitivity of human cardiac regulated thin filaments; IANBD-labeled TnC RTF fluorescence at EC20 calcium; 0% EC20 calcium, 100% full calcium; activation, % at 7.2 µM; 340,000 tested, 0.24% active; AID 493008;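 active = activation above the mean over all tested compounds plus 3 SD, cut at about 30% in these data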;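 note: rise in fluorescence read as greater calcium sensitivity of cardiac thin filaments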
# Keap1-Nrf2 PPI – Keap1-Nrf2 (human) interaction inhibition; Q14145; AID 504523; inhibition, % at 9.4 µM; Keap1 Kelch-Nrf2 peptide fluorescence polarization, 1536-well; 340,000 tested, 0.15% active; in the data active = inhibition above about 12%; inconclusive = no clear call, values can overlap the other calls; inactive = below about 7.3%;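 note: human Keap1 Kelch domain with fluorescein labeled Nrf2 9mer peptide probe; 0% = neutral control wells and 100% = peptide positive control; higher means more block of Keap1 binding to Nrf2 peptide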
# Target sequence (Q14145 whole entry, looked up, the tested form may be a part): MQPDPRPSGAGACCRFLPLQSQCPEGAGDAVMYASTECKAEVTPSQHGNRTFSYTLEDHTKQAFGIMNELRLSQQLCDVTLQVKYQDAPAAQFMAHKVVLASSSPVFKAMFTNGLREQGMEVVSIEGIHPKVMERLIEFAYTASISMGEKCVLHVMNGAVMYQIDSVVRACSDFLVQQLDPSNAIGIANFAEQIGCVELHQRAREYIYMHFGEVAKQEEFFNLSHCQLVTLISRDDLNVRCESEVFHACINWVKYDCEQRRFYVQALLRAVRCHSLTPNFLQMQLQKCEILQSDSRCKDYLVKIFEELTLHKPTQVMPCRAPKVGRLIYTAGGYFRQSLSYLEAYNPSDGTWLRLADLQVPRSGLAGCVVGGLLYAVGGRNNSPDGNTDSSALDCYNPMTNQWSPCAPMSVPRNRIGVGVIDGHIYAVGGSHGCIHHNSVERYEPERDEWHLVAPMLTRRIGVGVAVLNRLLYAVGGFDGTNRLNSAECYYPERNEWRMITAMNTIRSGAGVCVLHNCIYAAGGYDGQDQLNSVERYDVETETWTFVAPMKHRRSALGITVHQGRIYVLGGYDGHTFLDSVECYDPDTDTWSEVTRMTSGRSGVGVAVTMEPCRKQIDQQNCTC
# Arrestin-AP2 inh – human beta-arrestin and AP2 interaction inhibition. FITC-arrestin peptide / GST-AP2 beads, flow cytometry; AP2 beta2 appendage carries R879A mutation. inhibition, % at 10 µM. 340,000 tested, 0.31% active;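 active = inhibition above a set limit, near 3 SD of compounds lacking own fluorescence, cut at about 54% in these data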;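 note: plate controls were DMSO wells for no effect and 5 µM unlabelled arrestin peptide for full effect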
#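 Assay system: GST-AP2 R879A bound to glutathione beads, E. coli-expressed; Medium: PBS with 0.05% Tween 20 and 0.1% BSA; Also added: fluorescein-tagged arrestin peptide at 50 nM final; Timing: 12 min plus 1 h, RT; Measured by: flow cytometry, FL1 (488/535 nm); Evaluation: percent drop in bead-associated FITC signal.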
# Wnt act – activators of Wnt/beta-catenin signaling. Wnt/beta-catenin reporter cell assay, activator, plate reader. activation, % at 9.35 µM. 300,000 tested, 1.2% active. AID 743398; in the data active = activation above about 30%, passing the limit was not always enough; inconclusive = no clear call, values can overlap the other calls;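 note: 0% = neutral control wells and 100% = positive control wells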
# * hit, by the source's call; ? = inconclusive; nt = no result given; & = joins results of further samples. Rows were taken by chance. About 3.1% of those tested had a hit in this group.
Molecule,DSG3 Ab inh,MOR-DOR inv ag,RTF Ca sens act,LANA DNA inh,Keap1-Nrf2 PPI,MOR-DOR ag,V-ATPase pHluor,Cardiac RTF inh,Wnt act,Arrestin-AP2 inh
COc1ccc2c(c1)O[C@@]1(CCCC[C@@H]1C)CC2=O,98,-2,4,-1.8,-1,0.4,0,4,-3,1
Cc1onc(-c2ccccc2)c1C(=O)N1CCCSC1=Nc1ccccc1,127&93,5&11,3&4,-3.4&1.2,0&1,-1.0&-2.0,0&0,-9&-1,-1&-2,6&3
CCN(CC)c1ccc(C=C(c2nnnn2-c2ccc(C)cc2)c2nnnn2-c2ccc(C)cc2)cc1,105,12,8,0.7,4,-2.4,-8,-8,-2,-1
Cc1ccc(NC(=O)CCOc2ccccc2)c(C)c1,97,15,4,0.2,-1,-2.6,11,-7,nt,27
Cc1cccc(N2C(=O)CN(Cc3sccc3C)C2=S)c1,96,-7,0,-1.4,6,1.1,-2,-2,nt,-7
O=C(CSCc1ccc(Cl)cc1)Nc1ccccc1O,105,19,-1,-0.7,-7,-4.0,0,3,0,3
O=C1Nc2ccccc2N(O)N1c1cc(-c2ccc(Cl)cc2)[nH]n1,86,2,4,0.7,3,-0.4,1,-1,0,1
COc1ccc(C)cc1NC(=O)C(=O)NCc1ccncc1,109,-6,1,0.6,-2,1.1,2,-1,nt,6
COc1ccc(C(=O)Nn2c(C)ccc2C)cc1OC,100,-6,-2,0.6,-2,1.1,5,-17,nt,19
CC(CCCC(C)(C)O)CC1C2=C(CCCC2=O)OC2=C1C(=O)CCC2 (centres undefined),103,8,-1,5.7,2,-1.7,0,-6,-1,2
Cc1cc(C(=O)OCC(=O)NC2CCCC2)c2ccccc2n1,110,-2,-2,-0.1,1,0.3,9,-10,7,24
Cn1c(=O)[nH]c2ncccc21,94,3,1,-0.6,-4,-0.7,4,-6,0,6
CCOc1ccc(OCC(=O)N(C)c2c(N)n(Cc3ccccc3)c(=O)[nH]c2=O)cc1,97,-1,4,0.6,3,0.1,-1,-14,-1,-1
COc1ccc(-c2sc(Nc3ccc(F)c(F)c3F)nc2CCC(=O)NN)cc1,102,8,-2,-0.1,6,-1.5,7,-24,7,-3
Cc1nn(C)c(C)c1/C=N/NC(=O)C(C)(C)Oc1ccc(Cl)cc1,98,6,5,2.0,4,-1.0,-1,-2,-2,8
COCCNC(=O)c1ccc(NS(=O)(=O)c2cc(C)ccc2C)cc1,97,12,3,1.6,0,-2.1,-1,-5,nt,2
CC1=C(C(=O)Nc2ccccc2C(=O)NC2CCCCC2C)SCCO1 (centres undefined),nt,8,-8,-1.3,-7,-1.6,-1,-5,0,-8
CC(=O)c1ccc(NC(=O)CN2CCC(C(=O)c3ccc4c(c3)OCCO4)CC2)cc1,97,-19,-1,0.9,4,2.3,1,-4,-4,8
O=C(CSc1nc2ccccc2s1)NNC(=O)Nc1ccc(Cl)c(Cl)c1,90,-22,-24,-2.8,5,3.6,1,-6,nt,-3
COc1cccc(NS(=O)(=O)c2c(C(=O)N3CCCCCC3)c(C)n(C)c2C)c1,nt,7,-3,1.7,-4,-1.3,1,-12,-2,0

# An excerpt from above in order of their number in V-ATPase pHluor, ascending:
Compound	V-ATPase pHluor
Cc1cccc(N2C(=O)CN(Cc3sccc3C)C2=S)c1	-2
COCCNC(=O)c1ccc(NS(=O)(=O)c2cc(C)ccc2C)cc1	-1
COc1ccc(C(=O)Nn2c(C)ccc2C)cc1OC	5

# New compounds follow
Molecule,DSG3 Ab inh,MOR-DOR inv ag,RTF Ca sens act,LANA DNA inh,Keap1-Nrf2 PPI,MOR-DOR ag,V-ATPase pHluor,Cardiac RTF inh,Wnt act,Arrestin-AP2 inh
COc1ccc(CNc2nc(SC)n[nH]2)cc1OC,116,6,-1,-1.4,-3,-1.3,2,-2,-2,-3
CC(C)CCNC(=O)CN(Cc1ccccc1)C(=O)CCC(=O)Nc1nccs1,98,-12,0,-0.1,0,1.4,1,3,1,22
O=C(NCCNc1ccc([N+](=O)[O-])cc1)c1cccc(Br)c1,95,6,3,-0.8,-8,-1.2,-1,6,0,-2
Cc1cc(C)c2c(N)c(S(=O)c3ccc(C(C)(C)C)cc3)sc2n1 (centres undefined),120,11,3,-1.6,-3,-2.4,0,-8,nt,-16
O=C(Cn1cc(COc2ccc3ccc(=O)oc3c2)nn1)c1ccc(O)cc1,98,9,1,1.1,0,-1.9,-1,-8,0,-18
Brc1ccccc1OCCCCCN1CCOCC1,102,-2,0,1.3,6,0.4,-1,-3,0,-17
CCN(CC(=O)Nc1c(F)cccc1F)C(=O)c1ccc(-n2cncn2)c([N+](=O)[O-])c1,104,6,-1,1.4,-4,-0.9,-4,-4,1,-5
O=C(c1ccccc1)C(CN1CCCCC1)c1ccccc1 (centres undefined),123,11,-2,nt,1,-2.2,-4,-3,-24,19
CCC(Sc1nc(N)cc(N)n1)C(=O)O (centres undefined),101,3,8,0.6,-5,-0.5,1,12,0,4
CC(/C=N/n1cnnc1)=C\c1ccccc1,84,8,4,-1.0,-1,-1.4,1,2,-19,7
C=CCSc1nnc(NC(=O)CSc2nnc(C)s2)s1,113,15,2,0.5,3,-3.5,5,-2,nt,3
O=C(CN(C(=O)c1csnn1)c1ccccc1C(F)(F)F)NC1CCCCC1,103,-14,-4,0.1,1,1.7,2,8,-4,35
CCOC(=O)C1=C(C)Nc2ccccc2N=C1NC(=O)c1ccc(Cl)c(S(=O)(=O)N2CCCC2)c1,97,9,5,6.8,-1,-1.6,1,-1,-1,6
COc1ccc(C(=O)Nc2cccc(C(=O)N/N=C/c3ccc(OC)cc3OC)c2)cc1,107,-19,0,-0.7,0,3.6,-3,-8,-2,22
O=C1c2cccc3c(N4CCCCC4)ccc(c23)C(=O)N1c1ccc(O)cc1,137,-36,115*,12,?,7.6,3,-194,3,-6
O=C(CSCc1ccc(C(=O)O)cc1)Nc1ccc2ccccc2c1,98,6,2,-0.4,-1,-1.1,0,1,1,20
O=C(ONC(=O)C1CCCCC1C(=O)NOC(=O)c1ccccc1)c1ccccc1 (centres undefined),112,-4,4,0.8,-1,0.8,0,-5,0,8
O=C(NC(NC(=S)Nc1ccc(Cl)c(Cl)c1)C(Cl)(Cl)Cl)c1ccco1 (centres undefined),100,22,2,0.4,-3,-4.1,1,9,nt,4
Cc1nc(-c2nnc(SCC(=O)Nc3cc(Cl)cc(Cl)c3)n2C)cs1,101,-5,1,0.1,1,1.0,5,-6,-3,-5
CC(=O)NC(CC(=O)OCC(=O)N1CCc2ccccc21)c1ccccc1 (centres undefined),101,-1,1,1.1,4,0.2,3,-6,0,-6
Cc1ccc(S(=O)(=O)NCCC(=O)Nc2nnc(C)s2)cc1,111,20,4,0.0,-6,-4.0,-3,-5,-3,-8
Cc1ccc(N=Nc2cc(C)ccc2O)c(C)c1,106,6,5,-1.1,3,-1.3,-2,-6,17,-13
CCCCCCCCCCCCCCCC[n+]1ccc(/C=N/O)cc1,118,-24,-6,-2.7,-4,4.6,7,4,-9,0
CCOC(=O)C1CCN(C(=O)COc2ccc(Cl)cc2Cl)CC1,102,-9,0,-3.5,5,1.7,-3,-5,1,-30
CCOc1cc(CNc2ccc(CNc3ncn[nH]3)cc2)ccc1OCc1ccccc1,102,-9,5,-0.1,-1,1.7,1,-18,nt,-7
Cc1cc(Br)c(NC(=O)CCNC(=O)OCc2ccccc2)cc1C,96,7,2,-0.3,-1,-1.5,-3,4,0,14
COc1ccc(/C=C(\NC(=O)c2ccccc2)C(=O)NCc2ccco2)cc1OC,110,15,-4,-0.1,2,-2.8,2,-12,-1,0
O=S(=O)(CCC1CCCCN1)c1ccccc1 (centres undefined),103,4,0,-1.7,1,-0.8,0,-6,1,-2
C=CCOc1ccc(Br)cc1CNCCO,104,-6,5,0.7,3,0.9,-3,4,-3,-7
O=C1c2oc3ccc(F)cc3c(=O)c2C(c2ccccc2)N1CC1CCCO1 (centres undefined),96,2,0,0.6,0,-0.3,7,-11,nt,-1
CCOC(=O)c1ccccc1NC(=O)c1c(O)c2ccccc2n(CC)c1=O,100,10,-6,0.0,2,-2.3,1,-18,-2,1
Cc1cccc(N2CCN(C(=O)Cn3c(=O)[nH]c4ccsc4c3=O)CC2C)c1 (centres undefined),113,-3,1,-1.2,-2,0.4,0,4,nt,8
COc1ccc(C(=O)N2CCN(Cc3cc(OC)ccc3OC)CC2)cc1,100,9,0,2.6,1,-1.8,-1,-7,0,-9
CCOC(=O)C(CC(=O)c1ccccc1)CC(=O)c1ccccc1,104,8,0,3.2,-4,-1.7,-1,2,6,-1
N=c1oc2ccccc2cc1C(=O)NC1CCCCCC1,114,-33,3,1.2,4,6.1,-7,5,28,-5
CCc1ccc(-c2nn(-c3ccccc3)cc2C2SCC(=O)N2Cc2ccco2)cc1 (centres undefined),101,-2,-10,0.2,-2,0.3,-3,-2,-2,22
Cc1cccc(C)c1OCc1cc(C(=O)N2CCN(c3ccc(F)cc3)CC2)no1,97,-4,-4,-0.5,-4,0.8,1,2,1,4
Cc1[nH]n(-c2ccccc2)c(=O)c1C=NC1CCCCCC1,100,6,1,1.6,1,-1.4,0,-12,0,-4
Cn1c(SCc2ccccc2Br)nc2ccccc2c1=O,113,-12,-7,1.6,-5,2.4,0,-3,0,39
Cn1c(=O)c2cn(-c3ccc4c(c3)OCCO4)cc2n(C)c1=O,108,2,1,-0.7,3,-0.6,-1,2,-1,-6
CNC(=O)NC(=O)CSc1nnc(-c2ccc(F)cc2)n1CC1CCCO1 (centres undefined),102,21,0,-0.5,4,-4.1,-3,-6,-2,8
CCC(C)C(=O)Nc1nc2ccc(OC)cc2s1 (centres undefined),102,nt,nt,0.0,-1,nt,-1,nt,43*,-3
Cc1cc(C)n(-c2ccnc3cc(Cl)ccc23)n1,94,2,5,-0.4,-1,-0.4,-6,-9,0,35
O=C(CSC1=NS(=O)(=O)c2cc(Cl)ccc2N1)Nc1ccccc1F,100,10,-4,0.0,1,-1.5,-3,-7,3,24
CCS(=O)(=O)N1CCC(C(=O)Oc2ccc(Cl)cc2)CC1,114,5,0,-0.2,-3,-1.0,-1,-3,-2,11
Cn1cc(-c2nnnn2-c2ccccc2)c(=O)c2ccccc21,109,9,7,-0.4,-3,-1.6,0,1,-4,-2
COc1ccc(CC(=O)OCC(=O)Nc2ccc(C(=O)Nc3ccc(OC)cc3)cc2)cc1,97,-4,3,2.8,-6,0.8,-2,-14,1,-27
O=C(O)[C@H]1CCCC[C@H]1C(=O)Nc1ccc(S(=O)(=O)N2CCOCC2)cc1,nt,2,0,-1.0,-4,-0.2,2,-32,0,-3
